Source: PubChem
p53 reactivator – re-activators of mutant p53 | H1299 p53-A138V BP100-luciferase reporter, luminescence, 24 h | Potency, µM (highest dose often 92.2 µM), without a hit: at the highest dose activity change, positive = activation, usual class: activators | hit rate 0.063% among 320,000; note: potency is the fitted concentration of half-maximal effect; % of control where 0% means no effect; nearly all actives have a fitted effect of over 45% in size
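H1299 (p53-null), stable ts p53-A138V + BP100-Luc; 1000 cells/well, Opti-MEM/10% FBS; cpd 4 pt, 1:5; 24 h, 37 deg C, 5% CO2; detection reagent 10 min RT; luminescence.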
a7 integrin act – activates integrin-mediated alleviation for muscular dystrophy; alpha7betagal myoblasts, beta-gal FDG fluorescence, 48 h; Potency, µM (titrated, usually from 38.3 µM), for inactives: at the top dose activation, actives largely listed as activators; hit rate 0.064% among 350,000; AID 624291;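 note: potency is the fitted concentration of half-maximal effect; 100% = response of the positive control SU9516; nearly all actives have a fitted effect of over 60% in size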
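alpha7betagal+/- myoblasts (passage 13, 250/well) treated 48 h at 37C with compounds at 1:260 dilution of DMSO stock. Lysed, then beta-galactosidase activity read as FDG fluorescence (ex 480/em 540) after 30 min, with pre-read for autofluorescence.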
B2AR arrestin – beta2AR (human) beta-arrestin recruitment activity; P07550; beta-arrestin recruitment to beta2AR, cell-based reporter; Potency, µM (titrated, usually from 46.1 µM), for inactives: at the top dose activation, most hits filed as activators; hit rate 0.02% among 330,000;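 note: potency is the fitted concentration of half-maximal effect; 0% = DMSO controls and full agonism = EC100 isoproterenol or metaproterenol; nearly all actives have a fitted effect of over 65% in size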
AT treatment – potential ataxia-telangiectasia treatment | […] A-T fibroblasts, KAP-1 phosphorylation AlphaLISA; neocarzinostatin DNA damage 30 min before lysis | Potency, µM (top dose mostly 57.5 µM), for the others: at the top dose activation, usual class: activators | hit rate 0.19% among 320,000; note: potency is the fitted concentration of half-maximal effect; % of control where 0% means no effect; nearly all actives have a fitted effect of over 45% in size
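ATM-like activity read as KAP-1 phosphorylation via AlphaLISA donor/acceptor antibody pairs after lysis and 6 hr at 25C. Cells were ATM-null patient fibroblasts ([…], hTERT), dosed 60 min, then exposed to the DSB inducer NCS for 30 min.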
TSG101-PTAP inh – blocks PTAP/TSG101 interaction to inhibit HIV-1 budding | AID 493005 | Fluorescence polarization, FITC-PTAP peptide / Tsg101 binding | 340,000 tested, under 10 active | Potency, µM (top dose mostly 115 µM), inactives show at the top dose activity change, negative = inhibition, actives largely listed as inhibitors | Q99816; active = well fitted inhibition curve with a large enough effect in the main read-out, with a control signal flat, not every such curve was filed as active; inconclusive = small, poorly fitted or top-dose-only effect, or effect the other way, or a change in a side signal; inactive = no such curve, though single readings can be large or run the other way; note: potency is the fitted concentration of half-maximal effect; % of control where 0% means no effect
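Steps: Tsg101 binding domain dispensed (10 uM final), compounds pinned in DMSO, FITC-labeled PTAP-motif peptide added (50 nM final); after 20 min binding at room temperature, polarization measured.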
BRCA1 expr act – activators of BRCA1 expression | AID 624202 | hit rate 1.1% among 380,000 | MCF7-BRCA1-FFLuc reporter, luminescence, 48 h; response scale: scaled: vehicle 0%, 10 µM genistein 100% | Potency, µM (highest dose often 46.1 µM), without a hit: at the highest dose activation, actives largely listed as activators; note: potency is the fitted concentration of half-maximal effect; nearly all actives have a fitted effect of over 80% in size; some results filed as inactive show a strong effect at the top dose
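48 h compound treatment of MCF7-BRCA1-FFLuc cells (phenol-red free MEM, 37 °C), then 15 min with luciferase substrate and luminescence imaging.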
TRPV1 agonist – agonists of human vanilloid receptor 1 (TRPV1); Q8NER1; TRPV1-expressing cells, Fluo-8 calcium influx, agonist mode; activation, % at 8.33 µM; hit rate 0.19% among 320,000; in the data active = activation above about 80%; inconclusive = between about 30% and that limit; note: 0% is about no effect
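Cells expressing TRPV1 were dye-loaded with Fluo-8 and read kinetically: 10 s baseline, 3 min after compound (agonist portion), then 2 min after EC20 capsaicin (allosteric enhancer portion). Calcium-bound dye fluorescence at 480/520 nm.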
ELG1 DNA repair – inhibitors of ELG1-dependent DNA repair in HEK293T cells; HEK293T ELG1-luciferase reporter, luminescence, 16 h; DNA damage induced by 5-fluorouridine; hit rate 2.3% among 330,000; Potency, µM (highest dose often 46.1 µM), inactives show top-dose activity change, negative = inhibition, most hits filed as inhibitors; note: potency is the fitted concentration of half-maximal effect; % is set by controls: 0 for no effect and ±100 for the full control effect; nearly all actives have a fitted effect of over 55% in size
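In this reporter screen, reduction of luminescence relative to DMSO vehicle indicated activity. Compounds and 5-fluorouridine were added together to 2,000 cells per well, incubated for 16 hr at 37 °C, then developed with ONE-Glo.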
TCR act – activators of T cell receptors | primary human leukocytes, anti-CD3, IL-2 HTRF, 48 h | Potency, µM (top dose mostly 9.22 µM), for the others: top-dose activation of IL-2 secretion, actives largely listed as activators | 330,000 tested, under 10 active | AID 504894; note: % of control where 0% means no effect
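Compounds are tested in HTS on primary human leukocytes co-incubated with a-CD3 beads for 48 hr. IL-2 output is measured by time-resolved FRET.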
MLL CXXC-DNA inh – MLL CXXC-DNA interaction inhibition. MLL-CXXC / FITC-HOXA9 DNA fluorescence polarization. Q03164. Potency, µM (doses to about 115 µM), without a hit: at the highest dose activity change, negative = inhibition, actives largely listed as inhibitors. hit rate 0.037% among 290,000. AID 2662; active = well fitted inhibition curve with a large enough effect in the polarisation, with a control signal flat, not every such curve was filed as active; inconclusive = small, poorly fitted or top-dose-only effect, or effect the other way, or a change in a side signal; inactive = no such curve, though single readings can be large or run the other way; the % refers to the polarisation; note: potency is the fitted concentration of half-maximal effect
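Purified MLL-CXXC (added from a 7 uM solution) was preincubated 5 min at ambient with pinned compounds in 50 mM Tris-HCl pH 7.5, 50 mM NaCl, 1 mM DTT, 0.05% BSA. Fluorescein-labeled HOX-A9 DNA (50 nM solution) followed, 30 min, then polarization read.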
Numbers without * were called inactive; u = inconclusive; x = no result given; [ ] = remark or other dose. Unless noted, calls come from the whole dose curve; as a rule, active = well fitted curve in the direction sought with a large enough effect; inconclusive = small, poorly fitted or top-dose-only effect, or another doubt; inactive = no such curve, though single readings can be large; an effect the other way counts as inactive or inconclusive. This is a random part of the collection; 3.8% or so of the library scored in one or more.

Results follow in this order: p53 reactivator | a7 integrin act | B2AR arrestin | AT treatment | TSG101-PTAP inh | BRCA1 expr act | TRPV1 agonist | ELG1 DNA repair | TCR act | MLL CXXC-DNA inh
- COC(=O)C(Cc1ccccc1)NC(=O)CSc1nc(N)cc(=O)[nH]1 (configuration not stated)
  0% | 3% | -0.3% | 2% | 0% | 1% | 0 | -4% | -1% | -1%
- COCCn1nnnc1C(c1ccc(Cl)cc1)N1CCSCC1 (configuration not stated)
  -1% | -17% | -1.1% | 9% | -1% | 2% | 5 | 4% | x | 20%
- CC(=O)Nc1ccc(C(=O)NNC(=O)CCCCC(=O)NNC(=O)c2ccc(NC(C)=O)cc2)cc1
  x | 0% | x | x | 1% | -15% | x | x | 9% | x
- O=C(CN1C(=O)NC2(CCCC2)C1=O)NCCC1=CCCCC1
  0% | 0% | -0.4% | 7% | -1% | 9% | 26 | 2% | 3% | 2%
- CCOC(=O)c1sc(NC(=O)c2ccc(S(=O)(=O)N3CCCCCC3)cc2)nc1-c1ccccc1
  2% | -11% | -0.7% | 11% | -4% | -44% | -6 | 13µM* | -8%[46.1 µM] | 5%
- Fc1cccc(Nc2ncnc3sc4c(c23)CCC4)c1
  -9% | 7% | 1.1% | 11% | -9% | 1% | u | -13% | -3%[46.1 µM] | 9%
- NC(=O)COc1ccccc1C1=NO[C@@](CC(=O)O)(C(=O)Nc2ccc3c(c2)OCCO3)C1
  2% | u | 0.4% | 5% | -4% | 2% | 13 | 1% | -11% | 1%
- CCN(CC)S(=O)(=O)c1cccc(C(=O)N[C@H](C(=O)OCC(=O)NC(=O)NC)C(C)C)c1
  -6% | 14% | -1.0% | 1% | 0% | -8% | 1 | -5% | 5% | -3%
- O=C(Nc1ncccc1O)c1ccc(S(=O)(=O)N2CCCCCC2)cc1
  u | 21% | -0.3% | 14% | -3% | 27% | u | u | 5% | x
- COc1ccccc1C(=O)Nc1cc(-c2ccc(C)cc2)no1
  11% | 21% | 0.2% | 50% | -7% | 79% | 5 | u | -2% | 25%

One compound at a time, from the list above. Values in the order: p53 reactivator	a7 integrin act	B2AR arrestin	AT treatment	TSG101-PTAP inh	BRCA1 expr act	TRPV1 agonist	ELG1 DNA repair	TCR act	MLL CXXC-DNA inh
CCOC(=O)c1sc(NC(=O)c2ccc(S(=O)(=O)N3CCCCCC3)cc2)nc1-c1ccccc1 is listed as 2%	-11%	-0.7%	11%	-4%	-44%	-6	13µM*	-8%[46.1 µM]	5%
O=C(Nc1ncccc1O)c1ccc(S(=O)(=O)N2CCCCCC2)cc1 is listed as u	21%	-0.3%	14%	-3%	27%	u	u	5%	x
NC(=O)COc1ccccc1C1=NO[C@@](CC(=O)O)(C(=O)Nc2ccc3c(c2)OCCO3)C1 is listed as 2%	u	0.4%	5%	-4%	2%	13	1%	-11%	1%
O=C(CN1C(=O)NC2(CCCC2)C1=O)NCCC1=CCCCC1 is listed as 0%	0%	-0.4%	7%	-1%	9%	26	2%	3%	2%
COc1ccccc1C(=O)Nc1cc(-c2ccc(C)cc2)no1 is listed as 11%	21%	0.2%	50%	-7%	79%	5	u	-2%	25%

Next results follow:
Results follow in this order: p53 reactivator | a7 integrin act | B2AR arrestin | AT treatment | TSG101-PTAP inh | BRCA1 expr act | TRPV1 agonist | ELG1 DNA repair | TCR act | MLL CXXC-DNA inh
- CCCNC(=S)N(Cc1ccccc1)Cc1nc2ccccc2c(=O)[nH]1
  -3% | -7% | 0.1% | 1% | 0% | -31% | 5 | u | -2%[46.1 µM] | 11%
- Cc1ccc(S(=O)(=O)Cn2nnnc2CN(Cc2ccco2)CC2CCCO2)cc1 (configuration not stated)
  -1% | -20% | 0.2% | 11% | -2% | 12% | 18 | 12% | 3% | 3%
- O=C(Cc1cnc2ncnn2c1)N1CCc2c([nH]c3ccccc23)C1c1ccccc1F (configuration not stated)
  -3% | -28% | 0.1% | 5%[11.5 µM] | -3% | -21% | 0 | 2% | 0% | -6%
- CCCCNC(=O)c1onc(CSc2cccc(Cl)c2)c1C(=O)O
  -4% | -38% | -0.8% | 3% | -7% | -21% | 0 | -2% | 4% | -11%
- CCC1CCCCN1S(=O)(=O)c1c(C)n(C)c(=O)n(C)c1=O (configuration not stated)
  -1% | 4% | 0.1% | -3% | 6% | -10% | -8 | u | -2% | x
- COc1cc2[nH]c(=O)n(CCC(=O)NC3CCN(Cc4ccccc4)CC3)c(=O)c2cc1OC
  -3% | -6% | 0.4% | -1% | -11% | 0% | 6 | 3% | -3% | 4%
- CCN(CC)S(=O)(=O)c1ccc(N=Nc2c(N)[nH]c(=O)[nH]c2=O)cc1
  -4% | 8% | -0.3% | -17% | -6% | 17% | -1 | -12% | -8% | -1%
- CSCCC(NC(=O)c1ccc(Cl)cc1)C(=O)OCC(=O)N1CCCC1=O (configuration not stated)
  -7% | -23% | -0.1% | -3% | 1% | 1% | -2 | 5% | 5% | x
- COc1ccc(Nc2nnc(SC(C(=O)Nc3cc(C)ccc3C)c3ccccc3)s2)cc1 (configuration not stated)
  -2% | -28% | -0.2% | -2% | -1% | -44% | -1 | u | 2% | 4%
- C#CCOCCOCCOCCNc1nc(N2CCN(C(=O)Cn3cc(CCO)nn3)CC2)nc(N2CCN(C(=O)Cn3cc(CC(C)O)nn3)CC2)n1 (configuration not stated)
  x | -5% | x | x | -5% | -11% | x | x | -6% | x

(cont.)
SMILES | p53 reactivator | a7 integrin act | B2AR arrestin | AT treatment | TSG101-PTAP inh | BRCA1 expr act | TRPV1 agonist | ELG1 DNA repair | TCR act | MLL CXXC-DNA inh
CC(C)Nc1nc(NC(C)C)nc(C(N)=O)n1 | -1% | -3%[7.66 µM] | -0.7% | -2% | -1% | -1% | -1 | u | 2% | -8%
O=C(NC1CCCc2ccccc21)c1cc(Cl)ccn1 (configuration not stated) | 12% | -33% | -1.0% | 7% | -3% | -9% | u | -9% | 6% | 1%
N#C/C(=C\c1cccc(Oc2ccc(C(F)(F)F)cc2[N+](=O)[O-])c1)c1nc2ccccc2[nH]1 | -1% | 32% | -1.2% | -3% | 0% | -39% | 12 | 16% | -3% | 20%
COCCCn1c(=O)c2ccccc2n(CC(=O)NC2CCCCC2)c1=O | -2% | -8% | 0.4% | 5% | -5% | -6% | 1 | -6% | -12% | 5%
CC(Nc1nc(-c2ccc(F)cc2)cs1)c1nc2cc(C(F)(F)F)ccc2n1CCCO (configuration not stated) | x | -33% | x | x | -10% | -54% | x | x | 18% | x
CCCC(C)NC(=O)COC(=O)c1cccc(NS(C)(=O)=O)c1 (configuration not stated) | 0% | 4% | 0.4% | -4% | 2% | 14% | 1 | 7% | -1% | -8%
COc1ccc(C(c2nnnn2Cc2cccs2)N2CCN(c3ccc(F)cc3)CC2)cc1OC (configuration not stated) | -3% | -29% | -0.3% | 2% | -2% | -11% | 1 | -21% | -2% | 0%
COC(=O)Nc1cccn(Cc2c(Cl)cccc2Cl)c1=O | 1% | 8% | -0.9% | 3% | -1% | 8% | 11 | 21% | -2% | 1%
COC(=O)c1ccccc1NC(=S)NC(=O)c1ccccc1F | 1% | 9% | -0.8% | 8% | -3% | -18% | 2 | 17% | 3%[46.1 µM] | 27%
O=C(CCc1ccccc1)Nc1nnc(-c2ccc3c(c2)OCCO3)o1 | 17% | 7% | -0.4% | 8% | 7% | 82% | 0 | -25% | x | -5%
Cn1c(-c2nonc2NC(=O)c2ccc(C(C)(C)C)cc2)nc2ccccc21 | -2% | x | -0.2% | -1% | x | x | 0 | -2% | x | 6%
COc1cc2c(cc1OC)C(C(N)=O)NCC2 (configuration not stated) | x | 1% | x | x | -7% | 5% | x | x | 1% | x
COc1cc(C2CC(=O)c3cnc(NC(C)=O)nc3C2)cc(OC)c1OC (configuration not stated) | 7% | 0% | 0.3% | -1% | -3% | -20% | -1 | 12% | -4%[46.1 µM] | 1%
CCn1nc(CC(=O)Nc2ccc(-n3cnnn3)c(C)c2)c2ccccc2c1=O | -9% | -17% | -0.4% | 4% | -8% | 1% | 4 | 4% | 0% | -4%
Cc1nnc(SCc2ccccn2)n(N)c1=O | 15% | u | -0.3% | 0% | -1% | 0% | 1 | 3% | 22% | 6%
Cc1cc(-n2c(SCC(=O)NCc3cccs3)nc3n[nH]c(C)c3c2=N)ccc1Cl | 1% | -11% | -0.4% | -2% | -8% | -39% | -2 | u | -8% | 19%
Cc1ccc(NC(=O)CSc2ccc3nnc(-c4ccccn4)n3n2)cc1 | 12% | 1% | -0.2% | 4% | -1% | 3% | 0 | 17% | 6% | 4%
COc1cc(NC(=O)c2ccc3nsnc3c2)cc(OC)c1OC | 8% | u | 0.2% | 4% | -4% | 8% | 2 | 21% | 5% | 14%
Cc1cc2c(cc1C)NC1=C(N2)OC(c2cccc(O)c2)C1=O (configuration not stated) | 0% | 7% | -1.4% | 9% | -1% | 36% | 3 | -16% | 6% | 5%
